APJ ag = activates the human apelin receptor APJ. activation, % at 20 µM. P35414. 330,000 compounds, 0.11% hits. CHO-K1 APJ PathHunter beta-arrestin, luminescence; 0% DMSO wells, 100% apelin;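 active = activation more than six SD over the plate average, tested at 20 µM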;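 note: 0% = DMSO alone and 100% = apelin-13 at 10 nM; some results filed as inactive read as strong as hits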
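system = engineered CHO-K1 APJ arrestin reporter cells | input = 1000 cells per well | timing = overnight seeding, 90 min compound at 25 °C, 1 h detection | measured by = enzyme-fragment complementation luminescence | read-out = beta-arrestin recruitment to APJ as agonist activity, luminescent signal | control set = negative DMSO alone, positive Apelin-13 at 10 nM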
Mdm2-MdmX inh = human Mdm2/MdmX binding inhibition. O15151+Q00987. SaOS-2 split-luciferase Mdm2/MdmX complementation, luminescence. inhibition, % at 8 µM. 330,000 compounds, 3% hits;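 active = inhibition of at least 50% at 8 µM in the primary screen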
Target sequence (O15151 whole entry, looked up): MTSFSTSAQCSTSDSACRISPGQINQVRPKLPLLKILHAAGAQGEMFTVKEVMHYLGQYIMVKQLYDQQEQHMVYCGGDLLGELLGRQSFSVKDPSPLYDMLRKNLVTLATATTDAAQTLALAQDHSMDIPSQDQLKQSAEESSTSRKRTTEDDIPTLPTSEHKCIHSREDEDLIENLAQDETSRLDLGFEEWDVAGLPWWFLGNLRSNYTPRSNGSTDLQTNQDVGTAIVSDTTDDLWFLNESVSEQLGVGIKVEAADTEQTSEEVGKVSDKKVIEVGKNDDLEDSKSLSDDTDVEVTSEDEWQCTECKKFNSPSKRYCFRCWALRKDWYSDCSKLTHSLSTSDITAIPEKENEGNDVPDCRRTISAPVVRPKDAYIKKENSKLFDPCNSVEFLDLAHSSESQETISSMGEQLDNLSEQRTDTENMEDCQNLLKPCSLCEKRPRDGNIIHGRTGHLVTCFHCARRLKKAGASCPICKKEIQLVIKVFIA
Target sequence (Q00987 whole entry, looked up): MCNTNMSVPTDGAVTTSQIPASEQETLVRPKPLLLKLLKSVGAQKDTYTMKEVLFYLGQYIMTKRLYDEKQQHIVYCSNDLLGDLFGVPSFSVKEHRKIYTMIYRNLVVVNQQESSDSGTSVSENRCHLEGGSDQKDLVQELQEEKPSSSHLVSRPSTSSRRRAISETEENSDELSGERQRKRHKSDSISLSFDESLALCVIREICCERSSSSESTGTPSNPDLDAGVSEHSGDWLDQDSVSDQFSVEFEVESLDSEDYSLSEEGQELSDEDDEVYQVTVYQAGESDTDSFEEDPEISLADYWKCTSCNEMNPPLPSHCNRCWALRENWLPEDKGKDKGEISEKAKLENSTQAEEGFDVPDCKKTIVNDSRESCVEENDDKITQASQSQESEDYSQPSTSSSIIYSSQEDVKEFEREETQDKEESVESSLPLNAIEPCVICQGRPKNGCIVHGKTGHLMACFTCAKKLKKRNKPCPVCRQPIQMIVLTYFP
UPR CHOP act = apoptotic UPR (CHOP) activation; CHO-CHOP luciferase reporter, luminescence; percent of tunicamycin response over DMSO baseline; activation, % at 10 µM; 330,000 compounds, 0.34% hits;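 active = at 10 µM dose, activation of 40% or more, normalized to positive control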;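 note: 100% = tunicamycin at 10 µg/mL and 0% = DMSO alone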
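Test system: CHO-CHOP cells, stable luciferase reporter of PERK-eIF2a-CHOP signalling | Quantity: 500 CHO-CHOP cells per well | Buffer or medium: F12 plus 10% serum | Compound dosing: 10 µM single point, 0.5% DMSO | Schedule: 6 h compound treatment, 37 °C | Signal: Luciferase luminescence | Control set: Tunicamycin high control, DMSO low control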
TIM10 inh = inhibits growth of TIM10 yeast strain | S. cerevisiae TIM10 strain growth, BacTiter-Glo luminescence, 24 h | inhibition, % at 10 µM | 330,000 compounds, 1.4% hits | AID 463195;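 active = inhibition of 40% or more at the single tested concentration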;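 note: wild-type TIM10 isogenic control strain grown at permissive 25 °C; 0% = DMSO yeast wells and 100% = minimal medium wells without yeast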
tim10-1 inh = growth inhibitors of tim10-1 mutant yeast | S. cerevisiae tim10-1 ts strain growth, BacTiter-Glo, 24 h | inhibition, % at 20 µM | 330,000 compounds, 2.2% hits;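 active = inhibition of at least 40%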;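 note: mutant grown at 25 °C; 0% = DMSO wells with yeast and 100% = wells holding no yeast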
XBP1 UPR activ = adaptive UPR (XBP1) activation. CHO-XBP1 luciferase reporter, IRE1-XBP1 UPR activation, luminescence; percent of tunicamycin response, DMSO as zero. activation, % at 20 µM. 330,000 compounds, 0.33% hits. AID 463104;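 active = versus positive control, 20 µM dose yields 30% or more activation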;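 note: 100% = tunicamycin at 10 µg/mL and 0% = DMSO only wells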
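Material: CHO cell line with stable XBP1 luciferase reporter; schedule: 16-18 h cell attachment at 37 °C, then 6 h compound exposure; signal: glow luminescence from Steady-Glo reagent; medium: serum-containing F12 medium, 10% FBS; benchmarks: tunicamycin 10 µg/mL and vehicle-only wells; read-out: percent activation relative to tunicamycin reference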
NR3A LBD binder = modulates the human NR3A ligand-binding domain | 340,000 compounds, 2.5% hits | Tm shift relative to glycine control, % at 25 µM | NR3A LBD differential scanning fluorimetry, Tm shift; 0% = protein alone, 100% = glycine-bound protein;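 active = melting temperature shift of at least 10% of the positive control shift, at one fixed dose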
NALP3 yeast inh = inhibitors of NALP3 inflammasome in yeast; Yeast reconstituted NLRP3/ASC/caspase-1, beta-gal luminescence, 24 h; inhibition, % at 10 µM; 330,000 compounds, 0.39% hits; AID 2825;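 active = inhibition of 50% or more; inactive = inhibition below 50%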;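 note: plate controls were induced DMSO wells for no effect and uninduced yeast grown without galactose for full effect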
tim23-1 inh = tim23-1 yeast growth inhibition | S. cerevisiae tim23-1 growth, BacTiter-Glo luminescence, 24 h | 330,000 compounds, 1.3% hits | AID 463212 | inhibition, % at 20 µM;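 active = growth inhibition of the mutant yeast at or above 50%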;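 note: temperature-sensitive mutant grown at 25 °C; plate controls were DMSO-treated mutant yeast for no effect and medium wells lacking yeast for full effect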
An asterisk follows results filed as active; x = not tested or not shown. The order is random, and some 8.2% of all compounds hit somewhere here.

SMILES	APJ ag	Mdm2-MdmX inh	UPR CHOP act	TIM10 inh	tim10-1 inh	XBP1 UPR activ	NR3A LBD binder	NALP3 yeast inh	tim23-1 inh
O=C1c2ccccc2S(=O)(=O)N1Cc1nc2ccccc2s1	0.4	90.1*	-6.3	0.1	18.5	-11.4	0.8	21.0	21.8
CC(=O)c1ccc(NC(=O)c2cnn3c(C(F)F)cc(C4CC4)nc23)cc1	-3.1	10.4	0.1	-11.7	15.7	4.8	1.9	7.1	-6.8
Cc1c(C)n(C(=O)CSc2ncn[nH]2)c2ccccc12	0.5	-7.8	-1.0	17.3	20.0	-3.9	0.3	5.3	23.9
COc1cccc(N2CCN(CC(=O)C34CC5CC(CC(C5)C3)C4)CC2)c1	-3.3	22.6	-0.6	3.5	27.1	0.2	-1.6	11.5	16.9
CCOC(=O)N1CCC(N2C(=O)c3ccccc3C2Nc2cc(OC)c(OC)c(OC)c2)CC1 (centres undefined)	-2.9	-17.8	2.8	-1.9	11.1	0.9	-2.5	-0.5	15.3
O=S(=O)(N/N=C/c1cn(Cc2ccccc2)c2ccccc12)c1ccccc1	0.1	-55.0	1.2	20.1	26.2	2.8	5.2	1.6	7.1
N#Cc1ccc(-c2c(-c3ccccc3)ncc3cc(F)ccc23)cc1	-3.8	24.7	3.0	22.4	17.4	-0.4	2.4	14.8	32.1
CC1CCc2c(sc(NC(=O)CCCn3cnc([N+](=O)[O-])n3)c2C(N)=O)C1 (centres undefined)	1.8	5.7	-1.0	15.8	-2.6	-3.1	-0.8	-2.9	21.3
CC(C)CC(=O)Nc1ccc(C(=O)COC(=O)CN2C(=O)NC3(CCCCC3C)C2=O)cc1 (centres undefined)	1.0	14.8	1.2	-6.5	-1.7	0.3	0.2	4.2	6.3
CCN(Cc1nc2ccccc2c(=O)[nH]1)C(=O)c1cc(C2CC2)nn1-c1ccccc1	3.1	15.9	0.5	16.3	2.8	0.9	-2.5	7.4	30.0
CCOC(=O)C1CCCN(C(=O)CCn2nc(-c3ccccc3)ccc2=O)C1 (centres undefined)	0.0	10.4	0.5	7.2	-1.8	-2.5	2.4	9.1	18.6
O=S(=O)(c1cccc(NC(=S)N2CCN(c3ccccc3)CC2)c1)C(F)F	-2.6	20.8	-2.2	18.0	33.2	-3.1	-7.9	11.9	20.0
CCN(CC)c1ccc(N2C(=O)/C(=C\c3cccnc3)SC2=S)cc1	2.7	47.9	1.3	0.5	6.6	-1.5	-3.6	2.4	8.1
O=C(COC(=O)c1ccccc1C(=O)c1ccccc1)NCCc1ccccc1	-3.5	17.9	-0.2	20.7	31.8	-1.4	-6.3	5.7	24.9
C=CCc1cc2c(oc(=O)c3ccccc32)c(C)c1O	-2.1	22.2	-1.4	4.3	20.3	1.3	-14.8	27.2	20.6
CC(C)(C)c1nnc2cccc(Cl)n12	-4.1	-2.9	-0.1	8.6	6.8	-3.0	-4.9	-3.5	6.5
O=C(N1CCOCCOc2ccccc2OCCOCC1)C(F)(F)F	0.1	11.5	0.5	-1.5	-4.5	-3.3	-2.3	23.4	8.8
Cc1ccc(S(=O)(=O)Cc2ccc(C(=O)N3CCCCCC3)o2)cc1	4.2	17.9	2.0	15.3	-6.8	-3.1	-1.2	3.2	7.4
CCN(CC)CC#CCC1(O)c2ccccc2-c2ccccc21	7.1	-8.6	-1.9	-11.9	-12.5	-0.2	0.9	6.1	1.2
CCCCC(CC)C(=O)NCc1ccccc1OC (centres undefined)	-1.8	-0.3	-0.4	10.5	13.2	-0.4	2.0	-2.2	16.0
COc1cc(/C=C(/C#N)c2ccccc2)ccc1Oc1ccc([N+](=O)[O-])cn1	-2.9	19.2	-0.1	2.1	23.1	-1.0	-2.1	8.8	27.7
COc1ccc(/C=C(\NC(=O)c2ccc(C)cc2)C(=O)NCCCn2ccnc2)cc1	-1.1	28.2	-1.8	-2.9	-4.5	-3.1	-1.5	2.7	12.4
CCN(CC(=O)Nc1cc(Cl)ccc1C)C(=O)c1cc(S(=O)(=O)N2CCCCCC2)ccc1OC	-7.4	11.8	-2.2	15.8	10.0	-1.6	1.0	9.2	19.4
Cc1ccc2nc(-c3ccc(SCC(=O)Nc4nnc(C)s4)nc3)[nH]c2c1	0.9	-153.8	7.0	7.5	16.4	0.1	23.9*	-1.2	3.8
CCCCOc1ccc(/C=C/C2=CC(C)(C)NC(=S)N2)cc1OCC	-2.1	28.9	4.8	-1.5	18.4	12.8	-1.9	1.5	-13.4
O=C(CSc1cc(Cl)ccc1Cl)NC1CCCc2ccccc21 (centres undefined)	-0.6	-18.5	0.2	19.0	34.4	-1.1	-0.3	-5.6	-15.3
Cc1ncsc1C(=O)O	1.1	13.2	3.3	7.5	-18.0	-3.5	0.0	5.7	-4.0
O=C(N/N=C/c1ccc(Cl)cc1Cl)c1ccc(-n2cnnn2)cc1	-2.5	8.9	2.9	-2.6	9.3	1.5	-6.7	5.4	5.7
CCN(CC)c1ccc(N)cc1S(=O)(=O)Nc1ccc(OC)cc1	-3.2	19.1	0.3	1.0	16.9	-0.7	0.0	-9.3	10.7
CC1(C)Cc2c(sc(NC(=O)c3ccc(S(=O)(=O)N4CCCCCC4)cc3)c2C(N)=O)C(C)(C)N1	-2.2	84.7*	6.4	3.8	9.9	-3.8	-0.9	17.1	11.0
COc1ccc(C(=O)Nc2nc3cc4c(cc3s2)OCCO4)c(OC)c1	-1.9	24.5	2.8	-23.1	3.2	0.9	-3.0	6.7	-18.0
O=C(N/N=C/C=C/c1ccccc1)C1CC1(c1ccccc1)c1ccccc1 (centres undefined)	-6.1	44.5	1.0	-8.3	12.7	-3.9	-22.9	2.5	14.1
CC(=O)c1c(C)[nH]c(C(=O)NCCc2ccc(Cl)cc2)c1C	-0.8	-0.8	1.5	6.0	4.5	2.4	0.9	8.4	11.5
CCNC(=S)N(CCc1ccc(OC)c(OC)c1)Cc1cc2cc(OC)ccc2[nH]c1=O	0.1	7.9	-1.7	1.9	8.9	-0.4	-1.4	10.2	6.5
COC(=O)c1cn(NC(=O)c2ccc([N+](=O)[O-])c(C)c2)c(=O)c2ccccc12	0.4	33.9	-0.2	9.5	1.5	-3.8	-6.2	9.1	3.3
COc1ccc(-c2nc(CN3CCN(c4ccccc4OC)CC3)c(C)o2)cc1	-3.1	20.4	1.8	4.6	12.9	-5.2	0.2	24.3	26.0
Cn1cnnc1SCC(=O)Nc1ccc(S(=O)(=O)N2CCCC2)cc1	-1.4	22.1	-0.5	-8.4	10.5	-1.6	3.8	-10.6	2.0
O=C(NCCc1ccc(F)cc1)C1CCCO1 (centres undefined)	-2.2	-24.3	-0.1	-13.8	-1.7	-3.1	3.0	0.5	-9.3
CCn1nc(C)c(CNC(=O)C2CCC(=O)N(CCc3ccc(Cl)cc3)C2)c1C (centres undefined)	7.4	-12.8	0.5	10.5	3.1	-1.0	-1.3	1.8	9.7
Cc1ccc(-n2[nH]c(C)c(C=Nc3ccc(S(=O)(=O)Nc4nccs4)cc3)c2=O)cc1	2.5	-14.7	2.4	24.3	20.9	-3.0	x	10.4	17.0

Ordered by count of non-hydrogen atoms (low to high): part of the list above
SMILES	APJ ag	Mdm2-MdmX inh	UPR CHOP act	TIM10 inh	tim10-1 inh	XBP1 UPR activ	NR3A LBD binder	NALP3 yeast inh	tim23-1 inh
O=C(NCCc1ccc(F)cc1)C1CCCO1 (centres undefined)	-2.2	-24.3	-0.1	-13.8	-1.7	-3.1	3.0	0.5	-9.3
O=C(N/N=C/c1ccc(Cl)cc1Cl)c1ccc(-n2cnnn2)cc1	-2.5	8.9	2.9	-2.6	9.3	1.5	-6.7	5.4	5.7
COc1cc(/C=C(/C#N)c2ccccc2)ccc1Oc1ccc([N+](=O)[O-])cn1	-2.9	19.2	-0.1	2.1	23.1	-1.0	-2.1	8.8	27.7

(further entries)
SMILES	APJ ag	Mdm2-MdmX inh	UPR CHOP act	TIM10 inh	tim10-1 inh	XBP1 UPR activ	NR3A LBD binder	NALP3 yeast inh	tim23-1 inh
CC(C)N(CCn1c(=S)[nH]c2ccccc2c1=O)C(C)C	-6.2	-6.4	-1.3	0.9	21.9	0.4	-1.3	16.3	7.0
N#C/C(=C/c1ccc(N2CCOCC2)c([N+](=O)[O-])c1)C(N)=O	0.2	-10.7	-1.3	17.1	19.3	0.5	x	8.1	19.7
O=C(NCCCO)c1nc2ccccc2s1	5.2	18.6	1.2	-0.3	-2.7	-2.1	-1.4	-11.3	5.0
O=C(CN1CCC(C(=O)c2ccc(F)cc2)CC1)NCc1ccccc1F	-0.4	7.5	-0.7	-11.2	17.3	1.9	-0.5	5.1	15.4

Taken from the results shown, 5 compounds:
SMILES	APJ ag	Mdm2-MdmX inh	UPR CHOP act	TIM10 inh	tim10-1 inh	XBP1 UPR activ	NR3A LBD binder	NALP3 yeast inh	tim23-1 inh
O=C(NCCc1ccc(F)cc1)C1CCCO1 (centres undefined)	-2.2	-24.3	-0.1	-13.8	-1.7	-3.1	3.0	0.5	-9.3
CCn1nc(C)c(CNC(=O)C2CCC(=O)N(CCc3ccc(Cl)cc3)C2)c1C (centres undefined)	7.4	-12.8	0.5	10.5	3.1	-1.0	-1.3	1.8	9.7
Cc1ccc(-n2[nH]c(C)c(C=Nc3ccc(S(=O)(=O)Nc4nccs4)cc3)c2=O)cc1	2.5	-14.7	2.4	24.3	20.9	-3.0	x	10.4	17.0
CC(C)N(CCn1c(=S)[nH]c2ccccc2c1=O)C(C)C	-6.2	-6.4	-1.3	0.9	21.9	0.4	-1.3	16.3	7.0
N#C/C(=C/c1ccc(N2CCOCC2)c([N+](=O)[O-])c1)C(N)=O	0.2	-10.7	-1.3	17.1	19.3	0.5	x	8.1	19.7
